TbREL1 inh – TbREL1 inhibition, primary screen; P86926; TbREL1 RNA ligation, FRET fluorescence; inhibition, % at 9.66 µM; 0.49% of 89,000 active;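 active = inhibition above the mean inhibition across all screened compounds plus 3 SD, cut at about 11% in these data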;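 also: 0% = plate median of test wells and 100% = NSC42067 control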
Target sequence (P86926 whole entry, looked up): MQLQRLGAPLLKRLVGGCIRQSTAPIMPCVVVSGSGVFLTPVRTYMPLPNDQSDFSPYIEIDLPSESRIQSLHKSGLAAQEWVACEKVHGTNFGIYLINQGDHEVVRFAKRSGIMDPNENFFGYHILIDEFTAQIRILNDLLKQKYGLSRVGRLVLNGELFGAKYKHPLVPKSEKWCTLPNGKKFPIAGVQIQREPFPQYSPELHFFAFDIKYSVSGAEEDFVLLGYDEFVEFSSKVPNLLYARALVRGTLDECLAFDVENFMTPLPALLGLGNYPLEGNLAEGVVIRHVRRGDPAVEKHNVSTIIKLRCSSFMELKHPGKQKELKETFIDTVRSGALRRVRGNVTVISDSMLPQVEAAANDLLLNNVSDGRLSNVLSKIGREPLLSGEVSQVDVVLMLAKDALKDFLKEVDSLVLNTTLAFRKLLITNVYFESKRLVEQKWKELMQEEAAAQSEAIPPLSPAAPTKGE
Numbers without * were called inactive. An excerpt. The share of hits here may be higher or lower than overall.

cpd	mol	TbREL1 inh
1	C/C=C/c1ccc(OCc2cc(=O)n3cc(C)ccc3n2)c(OC)c1	0
2	CC(C)(C)OC(=O)NCCCCCNC(=O)c1nc[nH]c1C(=O)N1CCc2ccccc2C1	3
3	CC[C@@]1(C(=O)OC)N[C@H](CN(C)C(=O)Nc2ccc(C(F)(F)F)cc2)[C@@H]2C(=O)N(Cc3ccccc3)C(=O)[C@@H]21	0
4	COc1cc(C2N(c3ccc(F)cc3)C(=O)C3CCCN32)cc(OC)c1OC (configuration not stated)	3
5	COc1cccc(N2C(=O)/C(=C\c3cccs3)NC2=S)c1	-2
6	Cc1nc2c(Br)cc(Br)cc2c(=O)n1-c1ccccc1NC1OCC(O)C(O)C1O (configuration not stated)	3
7	C=CCn1sc(N)c(C(=O)OCC)c1=S	-1
8	Fc1ccccc1/C=N/n1cnnc1	4
9	Cc1ccc(Nc2nnc(SCC(=O)Nc3cccc(S(=O)(=O)NC4=NCCCCC4)c3)s2)c(C)c1	1
10	CCOC(=O)N1CCC(NCCNC(=O)c2cccc(F)c2)CC1	4
11	COc1ccc2nc(N3CCCCC3)c(C#N)cc2c1	0
12	CC(=C/c1ccco1)/C=N/NC(=O)c1ccncc1	-1
13	CCCCN1C(=N)N([C@@H](CCC)CN2CCC[C@H]2CN2C(N)=NC[C@@H]2Cc2ccccc2)C[C@H]1Cc1ccccc1	9
14	Cc1cccc(C(=O)O[C@H]2[C@H](Cc3ccccc3)NS(=O)(=O)[C@H]3CC4C=C[C@]23O4)c1	-2
15	COC(=O)C1=C(C(=O)OC)[C@@H]2N(C)c3ccc(OC)cc3[C@@]23C[C@@H](C(=O)OC)N=C3N1	-6
16	CC(C)(C)NS(=O)(=O)c1ccc(N2C(=O)c3ccccc3C2=O)cc1	6
17	COc1ccccc1-c1oc2ccccc2c1C#CC(C)(C)O	-1
18	Cc1ccc(Cl)cc1N1CCN(S(=O)(=O)c2cn(C)cn2)CC1	-1
19	COC(=O)C1=C(NC(=O)c2ccccc2[N+](=O)[O-])CCS1	-4
20	COC(=O)C1C(=O)c2c([nH]c(C(=O)OCC3CCCO3)c2C)CC1C (configuration not stated)	-4
21	CC1=C(OC(=O)c2ccc(Br)cc2)C(C)(C)C(c2ccccc2)OC1=O (configuration not stated)	-3
22	CCN(CC)C(=O)CSc1nnc(-c2ccncc2)n1N	0
23	COC(=O)[C@]12C[C@H](CC(=O)NCc3cccs3)C(=O)N(Cc3ccc(Cl)cc3Cl)C1=C[C@H](C(C)C)O[C@@H]2C1CC1	-1
24	COc1cc(CNC2CCC(C)C2)cc(OC)c1 (configuration not stated)	2
25	CC1CC(=O)N(c2ccc(NCCc3ccccc3)c([N+](=O)[O-])c2)C1=O (configuration not stated)	2
26	Cc1ccc(S(=O)(=O)/N=C(\N)Nc2nc(C)c3cc(C)c(C)cc3n2)cc1	1
27	Cc1cc2c(c(SCC(N)=O)n1)C(=O)OC2	-1
28	O=C(Cc1cccs1)Nc1ccccn1	-3
29	O=C(O)C1C2CCC(C2)C1C(=O)Nc1nc2ccccc2s1 (configuration not stated)	0
30	CC(=O)Nc1ccc(SC[C@H](Cc2ccccc2)N2CC[C@@H](O)CCC2=O)cc1	-2
31	Cc1ccc(S(=O)(=O)N2CCN(CCNC(=O)C(=O)NCc3ccccc3)CC2)cc1	4
32	Nc1[nH]c(C(=O)c2ccccc2)c(-c2cccc3ccccc23)c1C(=O)c1c(-c2ccccc2)[nH]c2ccccc12	-1
33	CC(=O)Nc1sc2c(c1-c1nc3ccccc3s1)CCN(C(C)C)CC2	-1
34	O=Cc1c(Sc2ccccn2)nc2ccccn2c1=O	-2
35	COc1cc(OC)c2c(-c3cccc(-c4ccc(NC(C)=O)cc4)c3)cc(=O)oc2c1	-1
36	COc1cc(SC)ccc1C(=O)NCCNC(=O)c1nonc1N	4
37	Cc1cc(Cl)c(OCCCNCc2ccccc2)c(Br)c1	12*
38	C=CCn1c(SCC(=O)Nc2ccc(F)cc2)nc2cc(C(=O)O)ccc2c1=O	1
39	CCc1ccc(NC(=O)c2ccc(OC)c([N+](=O)[O-])c2)cc1	0
40	COc1cc(CCC(=O)OCC(=O)Nc2ccccc2F)cc(OC)c1OC	-1
41	COc1cccc(C2=NOC(C(=O)NCCN3CCOCC3)C2)c1 (configuration not stated)	0
42	CCN(Cc1cccs1)C(=O)CN1CCN(S(=O)(=O)c2ccc3c(c2)OCCCO3)CC1	-4
43	CCOc1ccc(S(=O)(=O)NCCC(=O)N2CCN(C(C)=O)CC2)cc1	4
44	COc1cccc(NC(=O)C2CCCN2C(=O)NC2CCC(C)CC2)c1 (configuration not stated)	-1
45	Cc1[nH]c2ccc(Cl)cc2c(=O)c1CN1CCCC1	1
46	Cc1cccc(NC(=S)N2CCN(S(=O)(=O)c3ccc(F)cc3)CC2)c1	-3
47	O=C(NC1CC1)c1cc2c(s1)-c1ccccc1OC2	0
48	O=C(NCc1ccc2c(c1)OCO2)c1cc2ccccc2o1	-1
49	COc1ccc(NC(=O)c2sc(=O)n(Cc3ccc(S(=O)(=O)N(C)C)cc3)c2C)cc1	-3
50	COC(=O)c1c(-c2c(Cl)cccc2Cl)noc1NC(=O)NN1CCCCC1	1
51	COc1ccc(-n2c(SCC(=O)Nc3ccc4c(c3)OCCO4)nnc2-c2ccccc2)cc1	-2
52	O=C(C(=O)N1CCOCC1)c1cn(CC(=O)N2CCc3ccccc3C2)c2ccccc12	3
53	O=C(CNCc1ccc(Cl)cc1)Nc1ccc(C(=O)N2CCCCC2)cc1	5
54	CCCn1c(/C=C/c2ccccc2)nc2ccccc21	-2
55	O=C(NCc1ccco1)c1ccc(S(=O)(=O)N2CCCCCC2)cc1	-3
56	Cc1cc(C(=O)N2CCN(C(c3ccccc3)c3ccccc3)CC2)no1	-4

Next part.
cpd	mol	TbREL1 inh
57	CCOc1ccc(Cn2c(=O)sc3ccccc32)cc1	3
58	CC(=O)c1c(C)[nH]c(C(=O)NCc2ccccc2Cl)c1C	0
59	CC(=O)Nc1cccc(NC(=O)CCCC2CCCCC2)c1	0
60	CCCCCCCCN1[C@@H](CC(=O)OCC)c2ccc(C(F)(F)F)cc2S1(=O)=O	7
61	CCn1c(CSc2nc3ccccc3[nH]2)nc2cc(C(=O)O)ccc21	3
62	CN1CCN(C(=O)c2cc3sccc3n2CC(=O)c2ccccc2)CC1	1
63	O=C(CCCc1ccccc1)NCCS(=O)(=O)N1CCN(c2ccccc2)CC1	-3
64	COc1ccc(NC(=O)Cc2ccc(Cl)cc2Cl)cn1	-3

3 compounds already listed, ordered by the number in TbREL1 inh, falling:
entry | structure | TbREL1 inh
40 | COc1cc(CCC(=O)OCC(=O)Nc2ccccc2F)cc(OC)c1OC | -1
28 | O=C(Cc1cccs1)Nc1ccccn1 | -3
56 | Cc1cc(C(=O)N2CCN(C(c3ccccc3)c3ccccc3)CC2)no1 | -4

Going on with the list.
cpd	mol	TbREL1 inh
65	Nc1nc(SCC(=O)N2N=C3/C(=C/c4ccco4)CCCC3C2c2ccco2)n[nH]1 (configuration not stated)	-3
66	Cc1cc(C(=O)COC(=O)c2ccc(O)cc2O)c(C)n1C(C)C	-8
67	CCOC(=O)CSc1nnc(-c2ccccc2)o1	-1
68	CCOc1ccc(C(=O)Nc2ccccc2NC(C)=O)cc1OCC	0
69	Cn1nc(C(=O)NCc2ccccc2)c2c1-c1ccccc1S(=O)(=O)C2	2
70	CC(C)(C)c1ccc(NC(=O)COc2ccc(-n3ccnc3)cc2)cc1	-3
71	COc1ccc(CCNC(=O)c2cc(-c3ccccc3O)n[nH]2)cc1OC	5
72	CCOC(=O)Cc1[nH]nc2c1C(c1cccc(OC)c1OC)C(C#N)=C(N)O2 (configuration not stated)	-4
73	C=C1[C@H](C)CN(S(=O)C(C)(C)C)[C@H]1CCO (some centres not stated)	7
74	Cc1cn2c(nc(=O)c3cccnc32)s1	2
75	O=C(Nc1ccc(OC(F)F)cc1)Nc1cccc(C(F)(F)F)c1	3
76	Cc1cccnc1NC(=O)CCc1c[nH]c2ccccc12	-1
77	COC(=O)c1cc(=O)n2c(-c3ccccc3)csc2n1	0
78	COc1ccccc1C1/C(=C(\O)c2ccc3c(c2)OCCO3)C(=O)C(=O)N1Cc1cccnc1 (configuration not stated)	-1
79	COc1ccc(C(=O)Nc2ccncc2)cc1S(=O)(=O)N1CCOCC1	3
80	CCC(C)(C(=O)NC1CCCCC1)N(Cc1cccs1)C(=O)Cc1cccs1 (configuration not stated)	-2
81	COc1ccc(OC)c(C(c2nnnn2CCc2ccccc2)N2CCC(C(N)=O)CC2)c1 (configuration not stated)	-1
82	O=S(=O)(Nc1ccc(NS(=O)(=O)c2ccccc2)c(Cl)c1)c1ccccc1	-1
83	C=CC(=O)Nc1ccc(N(C)c2ccnc(Nc3ccc(N4CCN(C)CC4)cc3)n2)cc1	12*
84	Oc1cc(NCCc2cccnc2)cc2cccnc12	-5
85	Clc1ccc(Nc2nc(-c3cccnc3)cs2)cc1	1
86	O=C(NCC1CCCO1)C(C(=O)c1ccccc1)n1ccccc1=O (configuration not stated)	-1
87	N#CCC(=O)N/N=C/c1cn(Cc2ccccc2C#N)c2ccccc12	-6
88	CN1CCC(C)(C(=O)Nc2cccc3c2CCCC3)C1 (configuration not stated)	6
89	COC(=O)c1ccccc1NS(=O)(=O)c1c(C)noc1C	-2
90	O=C(Cn1c(=O)oc2cc(S(=O)(=O)N3CCCC3)ccc21)N1CCc2ccccc2C1	6
91	COc1cc(CN2CCC(C(=O)NC3CCCC3)CC2)ccc1O	8
92	Cc1ccc(CN2CCNC(=O)C2CC(=O)N(C)C(C2CC2)C2CC2)o1 (configuration not stated)	3
93	CCCC/C=C1/[C@@H](CC)N(Cc2ccc(OC)cc2OC)C2=N[C@H](c3ccccc3)CC(=O)N21	2
94	O=C(NC1CCS(=O)(=O)C1)Oc1ccccc1 (configuration not stated)	-3
95	COC(=O)c1ccccc1NS(=O)(=O)c1ccc2[nH]c(=O)[nH]c2c1	10
96	O=C(NCC(c1cccs1)N1CCOCC1)c1ccc([N+](=O)[O-])cc1 (configuration not stated)	-1
97	Cc1ccc(CNC(=O)CCNS(=O)(=O)c2ccc(Br)s2)cc1	2
98	Cc1ncc(CO)c2cc(S(=O)(=O)c3ccc(F)cc3)c(=O)oc12	-4
99	Cc1ccc(F)c(Cn2cnc3c(cnn3C(C)(C)C)c2=O)c1Cl	1
100	COC(=O)c1ccc2c(c1)S(=O)(=O)NC(=NCCCN1CCOCC1)S2	2
101	COc1cc(C(C)=O)ccc1Oc1ncccn1	1
102	O=C(COc1cccc(C(F)(F)F)c1)NNC(=O)Cn1c(=O)cnc2ccccc21	-2
103	N#C/C(=C/c1cn[nH]c1-c1cccc(Br)c1)C(=O)O	1
104	CCN(CC)c1c([N+](=O)[O-])ncn1C	6
105	COc1ccc(-c2nc3cc([N+](=O)[O-])ccc3o2)cc1	3
106	CC12CCC(C(=O)NCCCN3CCOCC3)(OC1=O)C2(C)C (configuration not stated)	2
107	CCN(CC)c1ccc(/C=N/N2CCN(Cc3ccccc3)CC2)c(O)c1	-4
108	CCNc1ccc(C(=O)OCC(=O)Nc2cc(C)on2)cc1[N+](=O)[O-]	0
109	COc1cc(C(=O)Nc2ccc(N3CCOCC3)cc2)ccc1OCc1c(C)noc1C	-5
110	CCOC(=O)C1(NC(=O)CN2C(=O)c3ccccc3C2=O)CCCC1	0
111	COCCNc1nc(-n2nc(C)cc2C)nc2sc3c(c12)CCCC3	-2
112	Cc1ccccc1CNc1nnnn1C	0
113	O=C(COc1ccc(Br)cc1Br)NC(=O)NC1CCCC1	0
114	O=c1cc(-c2ccccc2Cl)oc2cc(O)cc(O)c12	-1
115	CCN(CC)S(=O)(=O)c1ccc(NS(=O)(=O)c2ccc(F)cc2)cc1	-1
116	CCN(CC)C(=O)C1=C(C)N(Cc2ccc(F)cc2)C(=O)C(CC(=O)NCc2cccc3ccccc23)C1 (configuration not stated)	4
117	c1ccc(-c2nnc(-c3ccccc3)nn2)cc1	2
118	O=C(CSc1nnc(Cn2nnc3ccccc32)o1)N(Cc1ccc(F)cc1)c1ccccc1	0
119	Cc1cc(C)cc(NC(=O)OC2CC3CC2[C@H]2CCCCN2[C@H]3Cc2ccccc2)c1 (some centres not stated)	-1
120	CCCSc1nnc(-c2ccco2)n1C	0

(listing goes on)
cpd	mol	TbREL1 inh
121	COc1ccc(-c2ccc3c(c2)c(-c2cccs2)c(-c2cc(OC)cc(OC)c2)n3C)cc1	1
122	COc1cccc(-n2nnc3c(=O)n(Cc4ccccc4F)cnc32)c1	1
123	COC(=O)C1CCN(C(=O)COC(=O)c2cccc(NS(=O)(=O)c3ccccc3)c2)CC1	-1
124	O=C(O)CCC(=O)OCc1c(-c2ccccc2)ncc2ccccc12	2
125	COc1ccc(C(O)c2nc(-c3cc(F)cc(Cl)c3)cs2)cc1 (configuration not stated)	4
126	O=C(CN1CCc2ccccc2C1)N1CCN(S(=O)(=O)c2ccccc2)CC1	-2
127	COc1cc(C)c2c(c1OC)C(=O)CC2	3
128	CC(C)C[C@H](NC(=O)c1nc[nH]c1C(=O)NCCCCCN)C(=O)OCc1ccccc1	9

Entries 121 to 124 of the list above:
cpd	mol	TbREL1 inh
121	COc1ccc(-c2ccc3c(c2)c(-c2cccs2)c(-c2cc(OC)cc(OC)c2)n3C)cc1	1
122	COc1cccc(-n2nnc3c(=O)n(Cc4ccccc4F)cnc32)c1	1
123	COC(=O)C1CCN(C(=O)COC(=O)c2cccc(NS(=O)(=O)c3ccccc3)c2)CC1	-1
124	O=C(O)CCC(=O)OCc1c(-c2ccccc2)ncc2ccccc12	2

Later entries:
cpd	mol	TbREL1 inh
129	O=C(CN1CCN(S(=O)(=O)c2ccc(Cl)c(C(F)(F)F)c2)CC1)NC(=O)NC1CCCCC1	5
130	NC(=O)[C@H]1CC2(CC(c3cccc(NC(=O)[C@H]4CCC(=O)N4)c3)=NO2)CN1C(=O)c1ccccc1 (some centres not stated)	20*
131	C[C@H](NC(=O)c1nc[nH]c1C(=O)N[C@@H](C)C(=O)OCc1ccccc1)C(=O)OCc1ccccc1	-2
132	CC1(C(=O)NS(=O)(=O)c2cccc(Cl)c2)CCN1C(=O)Cc1ccsc1 (configuration not stated)	0
133	O=C1c2ccccc2C(=O)N1CCOc1ccccc1Br	4
134	CCCn1c(N2CCN(C(=O)/C=C/C(=O)O)CC2)nc2ccccc21	0

From PubChem BioAssay
